PLAP act = activates human placental alkaline phosphatase. AID 696. purified PLAP enzyme, luminescent substrate read-out; active compounds read high. 1.2% of 96,000 active. activation fold at 20 µM. P05187; in the data active means activation fold above about 2
Target sequence (P05187 whole entry, looked up): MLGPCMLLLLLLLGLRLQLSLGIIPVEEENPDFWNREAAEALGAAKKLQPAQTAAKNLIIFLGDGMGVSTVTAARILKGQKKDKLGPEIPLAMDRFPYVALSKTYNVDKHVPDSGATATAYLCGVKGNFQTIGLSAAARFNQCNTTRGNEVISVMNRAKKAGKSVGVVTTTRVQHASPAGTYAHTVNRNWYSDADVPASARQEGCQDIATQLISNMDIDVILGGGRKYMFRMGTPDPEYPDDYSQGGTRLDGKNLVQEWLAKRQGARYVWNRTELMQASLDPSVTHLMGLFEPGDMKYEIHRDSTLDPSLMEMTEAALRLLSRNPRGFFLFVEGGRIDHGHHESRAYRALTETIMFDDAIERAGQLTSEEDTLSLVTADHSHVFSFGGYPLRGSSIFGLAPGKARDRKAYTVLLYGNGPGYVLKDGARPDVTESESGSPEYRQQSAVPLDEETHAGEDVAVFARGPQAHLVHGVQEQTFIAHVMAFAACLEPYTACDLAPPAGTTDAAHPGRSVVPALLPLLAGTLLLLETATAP
Mac1 fbg inh = CD11b/CD18-fibrinogen binding inhibition | P05107+P11215 | K562 CD11b/CD18 adhesion to fibrinogen, ATPlite luminescence; Mn2+ added to activate the integrin | inhibition, % at 10 µM | 0.54% of 93,000 active;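 active means primary inhibition of 50% or more at 10 µM, then 40% or more on retest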; further: some results filed as inactive read as strong as hits
sEH inhibitor = inhibitors of human soluble epoxide hydrolase. P34913. recombinant human sEH enzymatic activity assay. inhibition, % at 2 µM. 0.34% of 91,000 active. AID 707; in the data active means inhibition above about 80%; further: values of inactives mirror those of a sister screen read the other way; many of its hits are not listed in these tables
Target sequence (P34913 whole entry, looked up): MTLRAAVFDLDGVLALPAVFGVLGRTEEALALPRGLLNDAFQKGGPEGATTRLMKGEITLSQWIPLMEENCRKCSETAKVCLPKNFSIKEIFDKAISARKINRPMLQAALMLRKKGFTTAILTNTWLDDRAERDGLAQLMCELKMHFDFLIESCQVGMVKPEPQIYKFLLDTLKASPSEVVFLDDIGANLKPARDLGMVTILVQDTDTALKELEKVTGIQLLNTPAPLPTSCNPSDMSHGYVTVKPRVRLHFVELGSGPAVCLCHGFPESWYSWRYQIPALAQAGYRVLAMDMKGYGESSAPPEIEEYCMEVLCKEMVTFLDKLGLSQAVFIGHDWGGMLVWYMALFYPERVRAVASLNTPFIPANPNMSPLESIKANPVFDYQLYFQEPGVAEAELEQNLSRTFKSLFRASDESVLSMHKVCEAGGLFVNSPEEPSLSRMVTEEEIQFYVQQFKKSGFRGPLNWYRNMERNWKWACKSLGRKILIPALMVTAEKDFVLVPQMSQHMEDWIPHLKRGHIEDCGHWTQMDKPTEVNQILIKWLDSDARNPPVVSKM
S1P2 agonist = agonists of human S1P2 receptor | O95136 | S1P2-expressing cell line, agonist reporter read-out | activation, % at 4.5 µM | 0.46% of 97,000 active; in the data active means activation above about 16%;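 further: 0% = vehicle low control and 100% = maximal reference agonist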
PostGolgi yeast = growth inhibition of a yeast mutant, post-Golgi transport screen; 0.9% of 98,000 active; AID 739; post-Golgi transport phenotypic cell assay; inhibition, % at 10 µM;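 further: yeast cells grown in 1536-well plates; yeast grown about 18 h at 30C before absorbance read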
S1P2 antag = S1P2 (human) receptor antagonism. cell-based S1P2 antagonist assay, inhibition at 5 uM. inhibition, % at 5 µM. 0.21% of 97,000 active. O95136; in the data active means inhibition above about 45%;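 further: CRE beta-lactamase reporter cells expressing human S1P2 stimulated with S1P; 0% = agonist at EC80 alone and 100% = agonist plus reference antagonist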
sEH activator = soluble epoxide hydrolase (human) activation. 0.04% of 91,000 active. P34913. activation, % at 2 µM. purified human sEH enzymatic activity, activator screen; in the data active means activation above about 37%; further: values of inactives mirror those of a sister screen read the other way
PostGolgi ctrl = inhibits growth of the yeast control strain | 5% of 98,000 active | AID 738 | inhibition, % at 10 µM | efflux-deficient yeast background strain, growth absorbance A615, 16 h
Ecoli WT expand = blocks growth of wild type E. coli BW25113. OD600 absorbance. growth inhibition, % at 100 µM. 0.15% of 98,000 active;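 active means growth inhibition above about 50% at one test dose, limit read from the data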;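 further: growth measured after 20 h incubation at 37 °C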
* = called active by the depositor; x = not tested or not shown. Unless noted, no stated cut-off is given here; in the data, active means inhibition above about 30%; inactive means the rest.

SMILES	PLAP act	Mac1 fbg inh	sEH inhibitor	S1P2 agonist	PostGolgi yeast	S1P2 antag	sEH activator	PostGolgi ctrl	Ecoli WT expand
Cc1ccc(CNS(=O)(=O)NCc2ccccc2)cc1	0.9	-32	7	-4	1	-8	-8	4	-1
CCc1cc(=O)oc2cc(C)cc(O)c12	0.9	23	x	-4	-7	29	x	18	12
CCOC(=O)C(/C(C)=N/NC(=O)c1ccccc1[N+](=O)[O-])C(C)C (stereo not drawn)	1	-10	9	-12	2	-2	-9	1	1
CC1=CC2=NCC(O)CN2C=C1 (stereo not drawn)	1	-12	-4	3	-8	-20	6	5	-3
Cc1ccccc1C(=O)NCCSc1ccccc1	0.8	-1	13	-1	1	7	-13	2	10
Cc1cc2nc(C3CCN(CC4COc5ccccc5O4)CC3)[nH]c2cc1C (stereo not drawn)	x	-5	14	-7	41*	26	-15	34*	10
Cc1ccc(N(C(=O)c2csnn2)C(C(=O)NC(C)(C)C)c2ccncc2)cc1 (stereo not drawn)	1	x	1	-7	-3	21	1	0	-9
O=C(CN(Cc1ccco1)C(=O)c1cc(=O)[nH]c2ccccc12)Nc1ccccc1C(F)(F)F	1.2	-4	4	-3	5	-4	-7	-4	-4
O=c1cc(CN2CCOCC2)nc(C2CC2)[nH]1	0.9	-7	3	-1	8	14	-2	4	-2
Cc1ccc(N(CC(=O)N2CCOCC2)S(=O)(=O)c2ccccc2)cc1	1.1	x	6	0	-7	-4	-6	6	3
COC(=O)C1CSc2[nH]c(=O)sc2C1c1ccc(O)c(OC)c1 (stereo not drawn)	0.9	-2	-7	-5	9	-9	7	4	2
c1cc2c3c(cccc3c1)C(N1CCN(C3=Nc4cccc5cccc3c45)CC1)=N2	x	x	3	-4	x	-11	-4	x	x
CC(c1nnc(SCC(=O)Nc2ccc3[nH]c(=O)[nH]c3c2)n1Cc1ccccc1)N(C)C (stereo not drawn)	1.3	5	x	x	-7	x	x	5	9
O=C(Cc1cccs1)Nc1nnc(COc2ccccc2)s1	x	x	-9	-6	x	-11	10	x	x
O=C(NCC(c1cccnc1)N1CCN(c2ccccc2F)CC1)C1CCCCC1 (stereo not drawn)	1.5	-10	5	-6	-2	-6	-6	4	5

As a working copy, some entries already given:
SMILES	PLAP act	Mac1 fbg inh	sEH inhibitor	S1P2 agonist	PostGolgi yeast	S1P2 antag	sEH activator	PostGolgi ctrl	Ecoli WT expand
Cc1cc2nc(C3CCN(CC4COc5ccccc5O4)CC3)[nH]c2cc1C (stereo not drawn)	x	-5	14	-7	41*	26	-15	34*	10
Cc1ccc(N(C(=O)c2csnn2)C(C(=O)NC(C)(C)C)c2ccncc2)cc1 (stereo not drawn)	1	x	1	-7	-3	21	1	0	-9
O=C(CN(Cc1ccco1)C(=O)c1cc(=O)[nH]c2ccccc12)Nc1ccccc1C(F)(F)F	1.2	-4	4	-3	5	-4	-7	-4	-4
O=c1cc(CN2CCOCC2)nc(C2CC2)[nH]1	0.9	-7	3	-1	8	14	-2	4	-2
Cc1ccc(N(CC(=O)N2CCOCC2)S(=O)(=O)c2ccccc2)cc1	1.1	x	6	0	-7	-4	-6	6	3
COC(=O)C1CSc2[nH]c(=O)sc2C1c1ccc(O)c(OC)c1 (stereo not drawn)	0.9	-2	-7	-5	9	-9	7	4	2
c1cc2c3c(cccc3c1)C(N1CCN(C3=Nc4cccc5cccc3c45)CC1)=N2	x	x	3	-4	x	-11	-4	x	x
CC(c1nnc(SCC(=O)Nc2ccc3[nH]c(=O)[nH]c3c2)n1Cc1ccccc1)N(C)C (stereo not drawn)	1.3	5	x	x	-7	x	x	5	9
O=C(Cc1cccs1)Nc1nnc(COc2ccccc2)s1	x	x	-9	-6	x	-11	10	x	x
O=C(NCC(c1cccnc1)N1CCN(c2ccccc2F)CC1)C1CCCCC1 (stereo not drawn)	1.5	-10	5	-6	-2	-6	-6	4	5

The results go on.
SMILES	PLAP act	Mac1 fbg inh	sEH inhibitor	S1P2 agonist	PostGolgi yeast	S1P2 antag	sEH activator	PostGolgi ctrl	Ecoli WT expand
CS(=O)(=O)Nc1ccc(Br)cc1C(=O)c1ccccc1	1.6	3	0	-3	-2	2	-1	-2	-4
COc1cc(NC(=O)c2cc3c(C)nc4ccccc4c3o2)cc(OC)c1OC	1.5	2	-9	7	3	21	6	24	-3
O=C(COc1ccccc1)NC(NC(=S)Nc1ccccc1O)C(Cl)(Cl)Cl (stereo not drawn)	1.1	x	-19	-4	-2	-2	17	2	21
Cc1ccc(CNC(=O)c2ccc(CN3CCOCC3)cc2)cc1	1.4	3	x	-6	-7	10	x	16	2
COc1ccc(N2CCN(C(=O)CSc3nnc(-c4ccc5[nH]c(C)c(C)c5c4)o3)CC2)cc1	0.9	1	-12	-5	21	6	11	7	-3
Cc1[nH]c(=O)[nH]c(=O)c1/C=N/NC(=O)[C@H](CC(C)C)NC(=O)OC(C)(C)C	1.6	15	18	-9	6	7	-18	1	9
COc1ccc(C(c2nnnn2C2CCCC2)N2CCC(C)CC2)cc1 (stereo not drawn)	1.7	-11	10	-3	0	14	-11	16	-15
O=C(c1ccccc1)N1CCN(C2CCCCC2)CC1	x	x	-9	-5	x	3	15	x	x
CC(=O)NC1(C(F)(F)F)C(=O)N(Cc2ccccc2)C2=C1C(=O)CC(C)(C)C2 (stereo not drawn)	1.3	x	9	-1	4	-1	-7	2	1
Cc1[nH]c2ccc(S(N)(=O)=O)cc2c1C	1.1	-3	x	x	12	x	x	16	8
CC(C)C(OC(=O)c1cccs1)C(=O)NCc1ccco1 (stereo not drawn)	1.5	-13	6	-5	1	18	-5	14	-1
COc1ccc(C(=O)OCC(=O)Nc2ccc(F)c(F)c2F)cc1OC	0.9	x	10	-5	-20	7	-7	11	-7
O=C(c1ccccc1)c1ccc(N2CCOCC2)c(NC(=O)c2ccco2)c1	x	x	-6	-2	0	-12	10	15	-4
COC(=O)C1CCN(C(=O)C2CCCCC2)CC1	0.9	-14	5	-4	4	-11	-3	10	8
O=C1c2ccccc2C(Nc2ccc(F)c(Cl)c2)N1Cc1ccco1 (stereo not drawn)	0.9	6	-2	-2	0	1	1	26	-3
Clc1ccc(-c2csc(N3CCC(c4ccccc4)C3)n2)cc1 (stereo not drawn)	0.9	25	-2	-8	-11	2	2	5	-14
Cc1ccc(/C(N)=N/OC(=O)N2c3ccccc3Sc3ccccc32)cc1	x	x	1	-4	x	5	-2	x	x
COc1ccc(C(=O)Nc2ccccc2C(=O)NCc2ccco2)cc1OC	1.1	-4	x	x	2	x	x	5	-10
NC(=O)/C(=N\OC(=O)c1ccco1)c1nc(-c2ccc(Br)cc2)cs1	1	8	14	-12	3	12	-13	1	-15
Cc1ccc(S(=O)(=O)c2cccc(S(=O)(=O)N3CCOCC3)c2)cc1S(=O)(=O)N1CCOCC1	1.1	x	-7	-3	4	7	7	2	-7
CC(C)OC(=O)CSc1nnc(-c2cnccn2)n1Cc1ccco1	1.2	-4	-8	-4	23	-10	11	5	0
CCOC(=O)Cn1nc(-c2ccccc2)nc1-c1ccccc1	1	-4	-5	-6	-2	16	5	10	3
Cc1ccc(S(=O)(=O)Nc2c(C)nn(C)c2C)cc1	0.9	-8	-7	-3	-3	-4	1	-7	-3
CC(=O)Oc1cc(OC(C)=O)c2c(C)cc(=O)oc2c1	1.2	13	-5	-1	-1	-8	5	7	21
COc1ccccc1C(=O)N/C(N)=N/c1nc2ccccc2o1	0.9	-2	-10	-1	0	-5	10	6	-5
COc1ccc(OC)c2sc(NC(=O)C3=COCCO3)nc12	1	-16	-11	-5	-3	-10	10	4	1
COC(=O)C1=C(C)NC(=O)C1(Nc1ccc(Cl)cn1)C(F)(F)F (stereo not drawn)	0.9	-17	3	-6	-5	-7	1	22	1
CN(C)c1cccc(C(=O)NC2CCCCCC2)c1	0.8	10	17	-9	3	-3	-14	9	8
COc1ccc(S(=O)(=O)N(C)CC(=O)NCCC2=CCCCC2)cc1	1	11	x	-7	5	-10	x	3	0
CCOC(=O)c1c(C)[nH]c(C(=O)CSc2nnc(-c3ccncc3)n2CC)c1C	1	-1	-3	-6	4	-19	2	8	-8
Cn1c(=O)[nH]c(=O)c2c1nc(CN1CCN(c3cccc(Cl)c3)CC1)n2CCN1CCOCC1	1.3	x	7	-2	3	7	-7	10	1
COC(=O)c1ccccc1NC(=O)Nc1cnccn1	1	-7	0	-5	-2	-14	6	5	-1
O=c1[nH]c(CSc2nc3ccccc3o2)nc2c1cnn2-c1ccccc1	1.6	29	x	x	-10	x	x	12	-7
CCS(=O)(=O)/N=C(\N)c1ccccc1	0.9	-2	-2	-6	25	11	2	-7	1
COc1ccccc1-n1c(SCC(=O)Nc2ccc3c(c2)OCO3)nc2c(c1=O)SCC2	1.4	-7	-14	-7	24	-4	15	6	-8
COc1ccc(NC(=O)c2cc3c(s2)CCC3)cc1S(=O)(=O)N1CCOCC1	1.8	8	14	2	-6	-9	-13	8	-7
CC1(C)CC(=O)C2=C(C1)OC(N)=C(C#N)C2C1C=CCCC1 (stereo not drawn)	0.9	-8	-11	-4	0	-19	12	5	-9
CC1=NN(C(C)C)C(=O)C1	0.9	1	0	-1	0	-8	1	-1	2
COc1cccc(N(CC(=O)O)S(=O)(=O)c2ccccc2)c1	1.1	1	-3	-4	-5	-3	3	22	-11
CCNc1nc(NCC)nc(N(C)N)n1	1	x	8	-3	-12	-12	-5	-13	2
COc1ccc(C(=O)N2CCC(C(=O)Nc3cccc(C)c3)CC2)cc1OC	1.1	-1	x	-7	1	2	x	2	8
COc1cc(C(O)P(=O)(OC2CCCCC2)c2ccc(N(C)C)cc2)cc(OC)c1OC (stereo not drawn)	1.5	-4	-3	-2	-2	1	5	11	2
Cc1ncsc1C(=O)Nc1nc2c(s1)CC(C)CC2 (stereo not drawn)	1.1	19	2	-5	5	-8	-4	4	-5
O=C(NC1=NCCS1)c1ccc(-c2ccc(Cl)cc2)o1	0.9	11	6	-5	3	5	-7	10	3
CCCN(CCC)C(=O)COc1cc(=O)n(CC)c2ccccc12	1	-11	-12	-4	-13	16	12	4	6
CC1(C)CC(=O)C(C(C#Cc2ccccc2)C2=C(O)CC(C)(C)CC2=O)=C(O)C1	1	11	12	-6	1	-1	-9	8	7
COc1ccc(C2NC(=S)NC3=C2CCc2cc(OC)ccc23)cc1 (stereo not drawn)	1	x	4	-6	-18	-8	-3	24	-2
CCCNc1ncnc2sc(C)c(C)c12	1	-28	1	0	-3	-4	0	7	7
COC(=O)c1ccc(COc2ccc(/C=C(\C#N)c3nc4ccccc4[nH]3)cc2OC)o1	1.3	x	7	2	5	12	-3	-7	-10
N#CC(=C1CCCC1)c1nc(-c2ccccc2)cs1	1.1	x	7	-6	7	-9	-5	-7	-1
CCCCC(=O)Nc1ccc(F)c(Cl)c1	0.9	2	1	-6	-13	18	-2	7	15
COc1ccc(OC)c(CNc2ccc(F)c(Cl)c2)c1	0.7	-5	-3	0	1	-21	6	10	-12
c1ccc(Nc2cc(Nc3ccccc3)[nH]n2)cc1	0.9	-15	x	-5	-2	8	x	-1	28
Cc1nn(-c2cc(C)c3ccccc3n2)c2c1CCC2	1	0	-11	-1	18	-13	13	-1	-6
COc1ccccc1NC(=O)CC1C(=O)Nc2c1c(=O)n(C)c(=O)n2C (stereo not drawn)	1	-3	-5	-3	-1	-8	4	0	0
COc1cc(/C=N\n2cnnc2)ccc1OCC(=O)Nc1ccc(C)cc1	1	-2	4	-5	-4	11	-4	18	-40
C=CCn1c(-c2cccc3ccccc23)n[nH]c1=S	2.8*	-9	6	0	0	-13	-5	16	12
CC1(C)SC(=S)N(/N=C/c2ccccc2)C1N(O)C(=O)Nc1ccc([N+](=O)[O-])cc1 (stereo not drawn)	1	4	3	-8	-7	40	0	4	-8
CCOc1cc2[nH]c(=O)n(CCC(=O)NCc3ccc(OC)cc3)c(=O)c2cc1OCC	0.9	x	-3	-2	-5	-4	6	0	-12
O=C(C1CSC2(c3ccc(F)cc3)CCC(=O)N12)N1CCCCCC1 (stereo not drawn)	1.2	-20	x	x	-7	x	x	29	-4
Continued.
SMILES	PLAP act	Mac1 fbg inh	sEH inhibitor	S1P2 agonist	PostGolgi yeast	S1P2 antag	sEH activator	PostGolgi ctrl	Ecoli WT expand
CCOC(=O)N1CCC(NC(=O)CN(C)S(=O)(=O)c2cc3c(cc2Cl)NC(=O)CO3)CC1	1.1	-6	10	-4	-3	6	-7	5	1
COc1cccc(C(=O)Nc2ccc(NC(=O)c3ccco3)nc2)c1	0.9	8	-6	-1	3	-6	10	24	-9
COc1ccc(CNC(=O)c2cnc3scc(C)n3c2=O)cc1	1.2	4	x	x	4	x	x	5	-2
CCOC(=O)Cn1nc(-c2ccccc2)ccc1=O	1	-10	-11	-6	9	13	10	14	-2

Screening results from PubChem BioAssay.

The order is random. Share with any hit: about 7.1%.
